# TRPN1 ag: zebrafish TRPN1 (NompC) channel agonism | HEK293 zebrafish TRPN1-YFP, Fluo-8 calcium fluorescence; 100% = response to 87 µM carbachol | activation, % at 3 µM | hit rate 0.18% among 220,000 | AID 1424;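 active = activation above its plate's cutoff, the mean activation of test wells on that plate plus 3 SD, cut at about 19% in these data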;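 note: 0% = DMSO alone and 100% = 87 µM carbachol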
#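 System: zebrafish TRPN1-YFP in HEK293 cells / Dosing: 3 µM single point / Timing: dye loading 1 h at 37 °C, then 30 min room temperature / Signal: Fluo-8 calcium fluorescence, excitation 470-495 nm, emission 515-575 nm / Read-out basis: percent activation from peak over basal fluorescence ratio, control-normalized / Control set: high carbachol 87 µM, low DMSO alone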
# EP2 modulator: modulators of human EP2 prostaglandin E2 receptor; P43116; EP2-expressing cells, cAMP HTRF FRET, PGE2 co-stimulation; induction, % at 25 µM; hit rate 0.83% among 260,000;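 active = compounds whose cAMP rise, as percent of the full-agonist control response, exceeds 60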;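 note: rat C6 glioma line stably carrying human EP2 under a CMV promoter; the protocol text gives 20 µM as final concentration; 100% = response of wells given 1 µM PGE2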
# Target sequence (P43116 whole entry, looked up): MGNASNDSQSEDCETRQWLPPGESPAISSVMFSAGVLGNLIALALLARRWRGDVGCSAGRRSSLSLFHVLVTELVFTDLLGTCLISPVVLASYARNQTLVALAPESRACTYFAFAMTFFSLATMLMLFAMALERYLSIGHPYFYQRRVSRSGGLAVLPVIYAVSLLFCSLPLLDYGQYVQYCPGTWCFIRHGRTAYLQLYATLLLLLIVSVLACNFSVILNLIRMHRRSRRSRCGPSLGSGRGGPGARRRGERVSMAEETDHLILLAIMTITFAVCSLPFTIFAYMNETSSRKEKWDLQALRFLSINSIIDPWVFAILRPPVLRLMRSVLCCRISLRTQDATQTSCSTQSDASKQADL
# S1P4 ag: human S1P4 receptor agonism | S1P4-expressing cell line, agonist reporter assay | activation, % at 4.98 µM | hit rate 0.35% among 220,000 | AID 1509; in the data active = activation above about 11%;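 note: 0% = DMSO vehicle and 100% = reference agonist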
# Ba/F3 V617F tox: loss of viability in JAK2V617F-driven Ba/F3 cells; Ba/F3 EpoR-JAK2V617F viability, ATP luminescence; inhibition, % at 5.6 µM; hit rate 1.1% among 220,000;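 active = inhibition above the campaign mean plus 3 SD over all tested compounds, cut at about 24% in these data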;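 note: cytokine-independent growth of Ba/F3 cells driven by EpoR plus mutant JAK2; 0% = DMSO-treated cells and 100% = JAK inhibitor I control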
# TRPML3 agonist: human mucolipin-3 channel agonism | Q8TDD5 | HEK293 TRPML3-YFP, Fluo-8 calcium fluorescence; 100% = the carbachol control signal | activation, % at 3 µM | hit rate 0.29% among 220,000 | AID 1448;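 active = activation above its plate's cutoff, the mean activation of the plate's test wells plus 3 SD, cut at about 12% in these data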;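 note: 0% = DMSO only wells and 100% = carbachol wells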
# Target sequence (Q8TDD5 whole entry, looked up): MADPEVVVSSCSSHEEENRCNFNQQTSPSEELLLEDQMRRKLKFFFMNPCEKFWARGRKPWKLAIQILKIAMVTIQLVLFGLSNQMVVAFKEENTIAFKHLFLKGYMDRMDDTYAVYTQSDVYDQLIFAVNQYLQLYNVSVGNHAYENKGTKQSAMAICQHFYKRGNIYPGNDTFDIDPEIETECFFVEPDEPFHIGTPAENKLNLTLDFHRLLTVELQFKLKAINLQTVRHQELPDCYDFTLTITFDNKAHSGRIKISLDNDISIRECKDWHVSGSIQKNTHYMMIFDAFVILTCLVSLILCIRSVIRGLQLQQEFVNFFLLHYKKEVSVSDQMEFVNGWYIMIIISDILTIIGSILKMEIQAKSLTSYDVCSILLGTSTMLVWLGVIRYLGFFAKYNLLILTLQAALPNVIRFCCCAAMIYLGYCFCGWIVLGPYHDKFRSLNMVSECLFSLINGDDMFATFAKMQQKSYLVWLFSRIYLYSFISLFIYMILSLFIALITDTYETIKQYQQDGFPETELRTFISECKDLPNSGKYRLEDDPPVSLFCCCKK
#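 Material: HEK293 cells stably carrying human TRPML3-YFP; compound dosing: single dose, 3 µM final nominal compound, 0.3% DMSO final; incubation: 1-h 37 °C dye load, 5-s basal, 120-s post-compound reads; technique: Fluo-8 intracellular calcium fluorescence, excitation 470-495 nm, emission 515-575 nm; read-out basis: percent activation from peak-to-basal fluorescence ratio, scaled between DMSO and carbachol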
# S1P4 antagonist: human S1P4 receptor antagonism; O95977; S1P4-expressing cells, antagonist mode, reporter read-out; inhibition, % at 4.98 µM; hit rate 0.26% among 220,000; in the data active = inhibition above about 29%;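 note: 0% = wells stimulated with agonist and 100% = vehicle wells without agonist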
# BaF3 tox: reduces parental Ba/F3 cell viability, JAK2V617F counter-screen | CellTiter-Glo ATP luminescence | inhibition, % at 5.6 µM | hit rate 1.1% among 220,000;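 active = inhibition above a per-campaign cutoff, the mean inhibition of all tested compounds plus 3 SD, cut at about 27% in these data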;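 note: 0% = DMSO wells and 100% = JAK Inhibitor I control wells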
# PERK inh: inhibitors of human PERK kinase | hit rate 0.17% among 220,000 | inhibition, % at 5.6 µM | Q9NZJ5 | AID 1416 | CHO PERK-DD fusion, SEAP luminescence translation reporter;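 active = inhibition above the mean inhibition of all tested compounds plus 3 SD, set separately per screening campaign, cut at about 2.9% in these data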;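 note: PERK kinase domain activated by AP20187 dimerizer at 100 nM; 0% = DMSO with dimerizer and 100% = rapamycin at 8.4 µM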
# Calpain2 inh: calpain II (pig) inhibition; purified calpain II, fluorogenic peptide substrate, 30 min; inhibition, % at 16 µM; hit rate 0.37% among 220,000;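 active = inhibition above about 50%, limit read from the data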
# An asterisk follows results filed as active; . = not tested or not shown; & = joins results of further samples.
mol	Calpain2 inh	EP2 modulator	Ba/F3 V617F tox	PERK inh	BaF3 tox	TRPML3 agonist	TRPN1 ag	S1P4 antagonist	S1P4 ag
CCC(C)NC(=O)C1CCN(S(=O)(=O)c2ccc(Br)s2)CC1 (configuration not stated)	1	10	1	0.7	5	-0.1	0.5	-9	1.6
O=C(NCc1ccco1)C1CCC(CNS(=O)(=O)c2cccc3cccnc23)CC1 (configuration not stated)	-5	1	-2	0.0	5	0.1	1.5	3	0.2
NS(=O)(=O)c1ccc(NC(=O)CSc2ncn[nH]2)cc1	-21	27	0	0.5	6	0.8	0.4	-3	-1.4
CC(=S)/C=C1\Sc2ccccc2N1C	-41	-12	0	1.5	6	-0.3	-3.7	-8	1.4
O=C(NCCc1ccc2c(c1)OCCO2)c1cccc(F)c1	-8	-55	4	-0.2	11	2.3	6.6	-2	-1.6
COC(=O)c1ccc(/C=C/C(=O)c2ccc(OC)cc2)cc1	-24	13	-2	0.3	-1	-0.6	-0.3	-4	1.7
O=C(NCCc1ccccc1)c1ccc(CS(=O)(=O)c2ccc(Cl)cc2)o1	3	-64	0	0.0	4	-0.5	1.4	3	1.0
CCOC(=O)N1CCN(c2ncnc3c2cnn3-c2ccc(OC)cc2)CC1	.	.	-3	-0.2	-1	1.0	0.9	-17	-0.7
NC(=O)c1ccc(OCC(F)(F)C(F)(F)C(F)(F)C(F)(F)C(F)(F)C(F)F)cc1	11	-3	6	1.2	3	0.1	-0.1	14	0.4
O=C(Nc1ccc2oc(-c3ccccc3)nc2c1)c1ccncc1	-33	-24	3	-0.5	11	3.8	7.0	2	-1.3
O=C(CO/N=C/c1c(Cl)cccc1Cl)NNC(=O)c1cccc(Cl)c1	8	-40	-4	0.4	-1	-0.9	-1.9	7	0.8
CCOC(=O)c1sc(NC(=O)CSc2nc(-c3ccco3)cc(C(F)(F)F)n2)c(C(=O)OC(C)C)c1C	.	.	2	0.9	4	0.7	-0.2	4	1.2
CCc1nc2ccccc2[nH]c1=O	-7	-11	-5	1.8	0	0.5	1.5	3	0.1
Fc1cccc(Cl)c1CNCc1ccccc1Cl	18	18	-4	1.6	1	0.1	-0.4	22	-2.6
COc1ccc(N2CCN(C(=O)C3COc4ccccc4O3)CC2)cc1 (configuration not stated)	-34	5	1	-0.1	4	0.2	-0.9	-3	2.2
CCc1nnc(SCC(=O)Nc2ccccc2Cl)nc1CC	-17	2	1	1.4	2	0.0	-1.3	-16	0.0
CCc1c(C)c(C#N)c2[nH]c3ccccc3n2c1=S	-1	-9	-4	1.1	0	0.6	0.8	16	-0.5
O=C(Nc1ccccc1-c1nc2ccccc2[nH]1)c1sc2ccccc2c1Cl	-13	16	-3	0.6	4	0.5	-0.6	-24	1.4
O=C(CN1CCOCC1)N1N=C(c2cccs2)CC1c1cccs1 (configuration not stated)	-34	8	-4	1.1	4	0.2	0.0	-6	-0.9
COc1ccc(O)c(C(=O)c2cc(C(=O)NCCc3ccccc3)c(=O)n(CCc3ccccc3)c2)c1	30	21	4	0.2	8	0.1	0.6	-3	2.2
CCSc1nnc(-c2ccc(S(=O)(=O)N3CCOCC3)cc2)n1CC1CCCO1 (configuration not stated)	1	15	0	1.7	1	1.0	1.7	0	-1.1
COc1cccc(=O)c2c(C)n(-c3cc(C)cc(C)c3)c(C)c12	-25	4	-1	-0.1	-2	-0.3	-0.5	-10	0.0
Cn1c(=O)oc2cc(S(=O)(=O)N3CCCC(C(=O)NC4CCCc5ccccc54)C3)ccc21 (configuration not stated)	-5	10	-3	-0.2	4	-0.8	0.7	-9	-2.6
CCN1C(=O)C(Cc2nc3ccccc3c(=O)n2C)c2ccccc21 (configuration not stated)	-21	10	6	-0.1	7	0.5	1.0	-3	-3.2
CCN=C1S/C(=C\c2ccc(O)c(OCC)c2)C(=O)N1CC	10	81*	-2	-0.5	4	-1.2	-1.9	-20	0.7
O=C(O)CCCc1nc(-c2ccc(Cl)cc2)no1	-21	-14	3	0.5	1	0.4	-0.1	6	-1.8
CC(C)CN(CC(C)C)S(=O)(=O)N1CCC(C(=O)NCc2cccnc2)CC1	25	9	2	0.9	6	-0.2	0.4	0	0.5
COc1ccc2[nH]c(=O)c(CN(C3CCCCC3)C(c3nnnn3Cc3ccco3)C(C)C)cc2c1 (configuration not stated)	-68	22	-3	0.0	0	0.4	1.1	6	0.4
O=S1(=O)CC2SC(=S)N(Cc3ccccc3)C2C1 (configuration not stated)	-11	-16	-1	1.4	-2	1.2	-0.1	-2	0.1
CC(=O)NCc1nc2ccccc2n1Cc1ccccc1F	18	5	-1	-0.4	7	1.2	1.3	-1	2.0
Cc1nnc(SCc2cc([N+](=O)[O-])cc3c2OCOC3)[nH]c1=O	20	19	-3	0.8	0	0.3	-1.9	12	-1.0
COc1cccc(/C=C/c2ccncc2)c1OC	-1	6	12	-1.4	14	-0.1	-0.6	4	-2.0
COc1ccc(NC(=O)c2cc(-c3cc(C)ccc3O)n[nH]2)cc1Cl	-36	-16	5	-1.0	2	0.0	0.1	-6	0.9
COc1ccc(C2N(c3ccc(OC)cc3)C(=O)C3CCCN32)cc1 (configuration not stated)	-11	-10	-4	1.5	2	-0.4	0.4	-16	-0.5
COc1ccc(C(=O)N(CC2CCCO2)C(C(=O)NCCC(C)C)c2ccc(C)cc2)cc1OC (configuration not stated)	0	-4	1	-0.7	7	0.7	0.3	0	0.2
O=C(NCCCN1CCCC1)c1ccc(CS(=O)(=O)c2ccc(Br)cc2)o1	6	-1	0	0.9	-1	0.1	0.1	-14	0.2
COc1cccc(CCc2nnc(CCC(=O)NC(C)Cc3cccs3)o2)c1 (configuration not stated)	14	-5	-4	-0.6	3	-0.2	-0.4	2	0.9
Cc1ccc(NC(=S)NC2CC3CCC(C2)N3Cc2ccco2)cc1C (configuration not stated)	-5	-32	-2	-0.3	-1	-0.4	-2.4	0	0.9
COc1ccc(C2(CNC(=O)C(=O)Nc3ccc(C)cc3)CCOCC2)cc1	-2	-5	-1	0.4	5	0.5	-0.1	-3	-0.2
Cc1cc(C)n(C(=O)CNC(=O)C(c2ccccc2)c2ccccc2)n1	10	38	1	-0.4	4	-0.2	4.3	-1	-1.6
COc1ccc(S(=O)(=O)Nc2ccc3c(c2)OCO3)cc1C(=O)O	18	-6	-2	1.0	7	1.1	1.1	1	-1.0
CN=C(Nc1cc(C)nn1CCC#N)c1ccc(F)cc1	-11	22	-3	0.6	-2	1.7	0.6	6	0.0
CC(=O)OCC1CCCC2=C(C)C(=O)CCC21COC(C)=O (configuration not stated)	-13	7	-1	1.0	2	0.9	2.8	-10	-0.9
CCCn1c(SCc2ccccn2)nc2c1c(=O)n(C)c(=O)n2C	-16	10	-2	-0.5	2	1.2	0.3	-9	0.6
N#CC1=C(N)Oc2c(ccc3cccnc23)C1c1ccccc1 (configuration not stated)	2	21	69*	0.8	39*	1.0	0.1	9	6.3
Cc1ccc(S(=O)(=O)NNc2nnc(C)c(=O)[nH]2)cc1	-19	35	1	1.8	2	0.7	0.8	8	1.5
CC(=O)CSc1nnc(CSc2ncccn2)n1C1CCCCC1	-41	8	-2	0.2	5	0.8	1.3	-2	-1.1
CCOC(=O)C1=C(O)/C(=C\c2cccc(OC)c2)N=C1C	6	-11	2	1.1	1	1.1	1.4	-11	0.1
CC1CC(C)CN(C(=O)Cn2c(SCC(=O)N3CCc4ccccc4C3)nc3ccccc32)C1 (configuration not stated)	-20	13	-1	-1.1	2	0.2	-0.7	-16	-0.1
CCCOc1cccc(-c2nc3ccccc3c(=O)o2)c1	-40	31	1	1.4	-1	-1.1	-0.7	9	0.7

# Following part:
mol	Calpain2 inh	EP2 modulator	Ba/F3 V617F tox	PERK inh	BaF3 tox	TRPML3 agonist	TRPN1 ag	S1P4 antagonist	S1P4 ag
Cc1ccc(NC(=O)CCC(=O)NNC(=O)COc2cccc3ccccc23)c(C)c1	-34	-29	0	0.7	-1	-1.0	0.2	-5	0.2
O=C1Nc2ccccc2C12OCCO2	-10	17	2	1.3	5	0.8	0.5	-11	1.9
CC(=O)COc1ncnc2c(Cl)cc(Cl)cc12	-8	-6	-4	0.3	0	0.3	0.5	-19	1.0
CCOC(=O)c1ccc(COC(=O)CNS(=O)(=O)c2ccccc2)cc1	3	-4	1	0.4	3	-0.2	-0.7	-2	-0.1
O=C(CSc1cnc2ccccc2n1)NC1CCCC1	-31	51	-2	-1.1	-1	0.2	2.4	-13	1.0
CCN(C(=O)COC(=O)/C=C/c1c(C)nn(Cc2ccc(C)cc2)c1C)C1CCS(=O)(=O)C1 (configuration not stated)	-22	-5	2	0.9	6	1.2	1.0	10	-1.5
COc1ccccc1CN1CCNC(=O)C1CC(=O)NCCOc1cccnc1 (configuration not stated)	-16	41	-4	1.0	1	1.1	1.8	2	1.2
Cc1cccc(C)c1NC(=O)COC(=O)c1nonc1N	8	2&7	-2	1.5	7	0.0	1.0	29*	0.6
CCCC(C)C(=O)Nc1nc(C)c(-c2csc(Nc3cc(Cl)ccc3C)n2)s1 (configuration not stated)	-61	-3	0	-1.2	3	0.8	0.1	1	2.0
CCN1CCN(CC(=O)Nc2c(C(=O)OC)[nH]c3cccc(Cl)c23)CC1	-41	4	2	1.5	4	0.9	1.1	-6	-0.1
COc1cccc(CNn2cnnc2)c1O	-20	11&-1	2	-0.2	4	1.4	0.5	-1	-0.3
CCN(CCCNC(=O)CCCCn1c(=O)[nH]c2ccccc2c1=O)c1ccccc1	-9	-2	4	-0.8	6	-1.3	-0.1	15	-1.6
Cc1nn(Cc2ccc(C(=O)n3cccn3)o2)c(C)c1Br	-8	45	-1	0.5	3	-0.3	-0.7	-16	-0.2
COc1ccc(C2CC(C(F)(F)F)n3nc(CO)c(Cl)c3N2)cc1OC (configuration not stated)	-3	0	1	0.2	1	-0.1	1.0	5	2.0
O=C(NC1CCCCC1)c1ccc(S(=O)(=O)N2CCCCC2)cc1	10	12	-3	0.7	-1	1.0	1.2	-10	0.5
Cc1cc(N2C(=O)C(=O)/C(=C(/O)c3ccc(F)cc3)C2c2ccc(F)cc2)no1 (configuration not stated)	7	28	-3	1.0	4	-0.2	-1.3	6	0.0
O=C(Nc1ccc(CSc2ccccc2)cc1)c1ccccc1	-17	19	-3	2.1	-3	1.0	-0.7	-2	-0.4
O=C(COC(=O)c1ccc(-c2cnc3ccccc3n2)cc1)c1ccccc1	20	40	3	0.3	5	0.3	0.3	-10	0.1
CCOc1ccc(NC(=O)Nc2ccccc2SC)cc1	-11	-2	4	1.2	9	-0.4	0.2	-8	0.4
N#CCSc1nn(-c2ccc(F)cc2)c(=S)s1	-26	13	0	0.5	5	-1.9	-2.7	6	0.8
Cc1ccsc1/C=N/NC(=O)c1cccc(S(=O)(=O)Nc2ccccc2Cl)c1	-19	3	2	0.2	6	0.3	0.5	-8	1.3

# Screening results (PubChem)

# Compounds were not picked by outcome; overall some 3.6% were active at least once.
